# High-throughput results from PubChem BioAssay.
# ADAM10 inh: inhibitors of human ADAM10. recombinant ADAM10, EDANS/DABCYL FRET peptide cleavage, 3 h. 370,000 tested, 0.62% active. inhibition, % at 7 µM. AID 720582;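 active means inhibition above a per-campaign cutoff equal to the mean of compounds falling between control-based bounds plus 3 SD, cut at about 20% in these data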;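 further: 0% = DMSO wells while the 100% control is not disclosed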
# GAA850 FXN act: activators of GAA850 frataxin (FXN) promoter; HEK293 lucGAA850 FXN promoter luciferase reporter, 24 h; percent of 10 µM SAHA response; activation, % at 6 µM; 360,000 tested, 0.56% active;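 active means activation above the average of all compounds screened plus 3 SD, cutoff fixed separately per campaign, cut at about 7.5% in these data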;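 further: 0% = DMSO wells and 100% = 10 µM SAHA wells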
# HGIII-sPLA2 inh: Inhibits HGIII-sPLA2 liposome hydrolysis, primary screen; Q9NZ20; QFRET BODIPY PC-A2 liposome hydrolysis, fluorescence; inhibition, % at 12.2 µM; 370,000 tested, 0.56% active;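 active means inhibition above mean plus 3 SD of compounds lying within the high and low control bounds, cut at about 19% in these data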;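 further: 0% = median of test compound wells and 100% = no enzyme DMSO wells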
# DDE Tn6 FP inh: DD(E)-Tn6 binding inhibition, primary FP screen; P02675; Fibrin DD(E) TRITC-Tn6 fluorescence polarization displacement; inhibition, % at 8.3 µM; 370,000 tested, 0.21% active; AID 720509;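 active means inhibition above a per-campaign cutoff: mean of compounds within control limits plus 3 SD, cut at about 15% in these data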;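 further: 0% = median of all compound wells on the plate and 100% = blocking peptide control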
# ASAP1 GAP inh: inhibitors of human ASAP1 ArfGAP activity | inhibition, % at 16.5 µM | Q9ULH1 | 360,000 tested, 0.19% active | AID 624377 | ASAP1-stimulated ARF1 GTP hydrolysis, GDP FP detection; in the data active means inhibition above about 25%;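 further: 0% = vehicle with enzyme and substrate and 100% = no enzyme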
# rCAG binder: r(CAG) repeat RNA binding; TO-PRO-1 dye displacement fluorescence; AID 651821; inhibition, % at 3 µM; 370,000 tested, 1.3% active;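 active means inhibition above the plate cutoff, the mean of all test compounds on that plate plus 3 SD, cut at about 35% in these data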;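 further: 0% = DMSO alone and 100% = 100 µM mitoxantrone as full dye displacement; higher means more dye released from RNA so lower well fluorescence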
# KLK7 zymogen act: proKLK7 (human) activation, primary screen; P49862; purified proKLK7, EDANS-DABCYL substrate fluorescence; 100% is mature enzyme control, 0% vehicle; activation, % at 7 µM; 370,000 tested, 0.9% active; AID 652039;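 active means activation above the mean of all tested compounds plus 3 SD, computed per campaign excluding outliers beyond control limits, cut at about 13% in these data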
# GC-A act: GC-A (human) enzyme activation; P16066; HEK293 GC-A cells, cGMP TR-FRET, EC30 ANP; 0% at EC30 ANP, 100% saturating ANP; activation, % at 10 µM; 370,000 tested, 0.14% active; AID 1671463; in the data active means activation above about 40%
# NPR2 activator: GC-B (human) receptor activation. P20594. activation, % at 10 µM. HEK293-GC-B cells, CNP EC30, cGMP TR-FRET; 0% at EC30 CNP, 100% saturating CNP. 370,000 tested, 0.11% active;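 active means activation at 10 µM reaching about 35% in either raw or pattern-adjusted values, limit read from the data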
# Target sequence (P20594 whole entry, looked up): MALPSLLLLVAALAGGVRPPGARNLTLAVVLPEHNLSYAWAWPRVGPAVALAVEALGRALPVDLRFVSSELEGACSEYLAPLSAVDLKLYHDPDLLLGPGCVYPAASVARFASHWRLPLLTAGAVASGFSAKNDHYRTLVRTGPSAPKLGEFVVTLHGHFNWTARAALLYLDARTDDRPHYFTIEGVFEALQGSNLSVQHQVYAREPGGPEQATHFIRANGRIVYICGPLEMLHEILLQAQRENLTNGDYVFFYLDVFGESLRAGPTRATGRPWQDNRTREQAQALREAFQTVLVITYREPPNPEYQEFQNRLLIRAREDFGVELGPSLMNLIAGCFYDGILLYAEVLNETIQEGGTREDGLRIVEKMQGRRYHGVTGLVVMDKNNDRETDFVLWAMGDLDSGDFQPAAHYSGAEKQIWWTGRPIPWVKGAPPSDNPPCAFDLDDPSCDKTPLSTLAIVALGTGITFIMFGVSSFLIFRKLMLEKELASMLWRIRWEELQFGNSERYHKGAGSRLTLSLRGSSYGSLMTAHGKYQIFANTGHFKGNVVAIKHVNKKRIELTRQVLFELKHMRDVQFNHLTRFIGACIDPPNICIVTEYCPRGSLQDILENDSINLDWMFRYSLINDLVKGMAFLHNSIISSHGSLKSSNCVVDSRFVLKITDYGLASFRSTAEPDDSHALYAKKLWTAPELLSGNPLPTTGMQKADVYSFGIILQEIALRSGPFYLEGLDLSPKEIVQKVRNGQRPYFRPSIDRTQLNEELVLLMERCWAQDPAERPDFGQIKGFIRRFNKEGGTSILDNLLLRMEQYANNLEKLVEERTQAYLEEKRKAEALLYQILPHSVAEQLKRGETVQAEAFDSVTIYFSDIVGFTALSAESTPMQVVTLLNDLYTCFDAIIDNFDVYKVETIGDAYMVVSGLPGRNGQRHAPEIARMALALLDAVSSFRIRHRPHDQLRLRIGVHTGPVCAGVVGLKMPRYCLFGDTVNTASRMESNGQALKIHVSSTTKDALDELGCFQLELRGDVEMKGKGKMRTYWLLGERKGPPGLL
# ARFGAP1 inhibitor: inhibits rat ARF GTPase activating protein 1; 360,000 tested, 0.26% active; Q62848; Arfgap1-stimulated ARF1 GTP hydrolysis, GDP FP detection; inhibition, % at 16.5 µM; AID 651572;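 active means inhibition above a per-plate limit, mean inhibition of low control wells plus 3 SD, cut at about 25% in these data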;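 further: 0% = DMSO wells with enzyme and 100% = wells lacking Arfgap1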
#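 system = rat Arfgap1 catalytic domain, aa 1-136 | technique = FP, GDP Alexa 633 tracer displaced from anti-GDP antibody, 620/688 nm | compound = one concentration, 16.5 µM, DMSO 1.26% | medium = HEPES-based buffer, pH 7.5 | timing = compound-enzyme preincubation 20 min, reaction 120 min, detection 60 min, 25 °C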
# Numbers without * were called inactive; . = not tested or not shown.
Compound	ADAM10 inh	GAA850 FXN act	HGIII-sPLA2 inh	DDE Tn6 FP inh	ASAP1 GAP inh	rCAG binder	KLK7 zymogen act	GC-A act	NPR2 activator	ARFGAP1 inhibitor
CC1CCCC(NC(=O)C2c3ccccc3C(=O)N2Cc2cccs2)C1C (configuration not stated)	3	4.2	-2	0	8	-2	-0.7	-8	-5	-8
CCOc1ccc2nc3c(cc2c1)CN(CCCO)C(=NCCOC)S3	-259	1.4	0	-4	-4	4	6.2	2	1	7
CCOC(=O)/C(C#N)=C/C1=C(N2CCCC2)CC(C)(C)OC1	-33	0.6	5	7	4	-5	0.9	6	5	0
CCCN(C(=O)Cn1ncc2c([nH]c3ccccc32)c1=O)c1ccccc1C	-6	-3.0	-4	-4	-3	0	0.0	-1	3	1
CCOC(=O)c1cc(C)nc(Sc2ccc(C)cc2)c1C#N	1	0.4	12	6	-6	-3	-0.4	1	-2	-5
O=C(Nc1cccc(C(F)(F)F)c1)C1CCCN(c2ncccn2)C1 (configuration not stated)	-15	0.1	0	-5	4	-5	0.8	-6	-5	-6
Cc1ccc(-c2nc(COC(=O)c3c(C)noc3C)cs2)cc1	-2	1.9	2	3	-8	-2	0.3	7	5	3
COC(=O)CN1C(C)=Nc2ccc(Br)cc2C1c1ccccc1 (configuration not stated)	0	2.4	1	1	-6	-4	-0.1	-37	-21	12
CC1CCCCC1NC(=O)CSc1nc2ccccc2c(=O)n1Cc1ccco1 (configuration not stated)	-1	0.7	7	-2	-3	-2	0.3	3	0	2
COC(=O)c1ccc(C(=O)OC)c(NC(=S)N2CCC(N3CCCCC3)CC2)c1	-394	0.6	4	-5	-3	10	5.1	0	1	-9
COC(=O)c1ccc(S(=O)(=O)N2CCc3ccccc3C2)cc1	2	0.7	10	4	-4	-3	-1.0	-2	0	-16
COc1ccc(C(=O)CCN2CCCC(C)C2)cc1 (configuration not stated)	-4	1.3	19	-1	7	3	-0.2	33	-18	-7
C=CCn1c(SCc2c(C)noc2C)nc2cc(C(=O)O)ccc2c1=O	-6	-1.1	0	1	-5	13	1.2	-4	12	3
COc1ccc(NC(=O)C2(C)CCN2Cc2cccc(OC)c2F)cc1OC (configuration not stated)	-6	0.6	0	6	-13	-1	0.1	-1	6	-4
CCOC(=O)c1nn(-c2ccc(OCC)cc2)c2nc(CC(C)C)c(C#N)c(=O)n12	-103	-1.8	11	-8	-9	1	-0.1	3	-1	18
Clc1ccc(Cc2nc(-c3cccnc3)no2)cc1	-11	2.7	-5	4	-9	1	0.3	0	-1	-10
CNC(=O)C(=O)NCCCN1CCOCC1	2	-0.9	3	-4	-3	3	0.4	.	.	-5
CCOc1ccc(N2C(=O)c3cccnc3C2Nc2ccc(C)c(C)c2)cc1 (configuration not stated)	-1	0.9	-7	-5	-2	3	-0.2	-6	-7	7
COc1ccc(N(CC(=O)NC2CCCCC2)C(=O)c2snc(C(N)=O)c2N)cc1	-1	1.4	1	0	1	-1	0.3	-6	-2	5
CCCCN(C(=O)c1ccc(C)c(S(=O)(=O)N2CCOCC2)c1)c1c(N)n(CCCC)c(=O)[nH]c1=O	-17	1.2	10	2	-10	0	0.0	3	4	-4
CCCCc1nc2sc3c(SCC(=O)NCc4ccco4)ncnc3c2c2c1CCC2	-3	-0.1	-2	0	8	6	-0.6	1	-7	5
O=C(CCNS(=O)(=O)c1ccccc1C(F)(F)F)N1CCCCCCC1	-8	0.6	8	1	5	0	-0.8	0	5	8
Cc1ccc(C(=O)N2CCN(S(=O)(=O)c3sc(C(=O)O)c(C)c3C(=O)O)CC2)s1	-2	-1.2	14	-10	-1	-1	0.0	3	0	5
O=C(CC(=O)c1ccccc1)Nc1ccc2c(c1)OCCO2	7	3.4	-31	-1	-1	4	-0.1	2	10	5
COc1cccc(OC)c1C(=O)N1CC(C)OC(C)C1 (configuration not stated)	4	1.6	-1	0	6	1	-0.1	-2	3	15
CCN(CC)S(=O)(=O)c1cccc(NC(=O)c2ccc(SC)cc2OC)c1	11	-1.4	-18	-3	-4	5	-0.6	-1	1	8
COC(=O)c1ccc(NC(=O)C2CC2)o1	-4	-0.1	8	2	-13	-4	-0.4	5	3	6
Nc1cccc2nsnc12	0	0.0	-9	-2	-9	1	2.0	0	-3	-5
COC(=O)c1cccc(N2C(=O)c3cccnc3C2=O)c1	-4	2.0	1	1	14	0	-0.1	5	-1	13
COc1ccc(CN(C)C(C)C(=O)N(C)CC(=O)Nc2ccc(C)cc2)cc1F (configuration not stated)	-8	0.2	9	-1	-2	-2	0.4	-1	3	-9
O=[N+]([O-])c1ccccc1OCCNCc1ccccc1	8	-0.3	2	7	-13	1	0.7	-6	1	-7
COc1ccc(OC)c(-n2c(-c3cc(-c4ccccc4)n[nH]3)n[nH]c2=S)c1	11	1.7	7	-2	2	7	-0.1	-3	-5	-14
Cc1cccc(CS(=O)(=O)Cc2ccc(C(=O)NCc3cccnc3)o2)c1	-8	-1.1	-1	4	-13	2	-0.4	0	7	-1
COc1cc(/C=C(/C#N)c2ccc(F)cc2)ccc1Oc1ccc([N+](=O)[O-])cn1	11	-1.2	-11	-2	-8	6	-0.1	-2	-5	11
CCOC(=O)CSc1nc(N(C)C)nc(N(C)C#N)n1	3	-0.6	12	3	5	-1	-0.1	-7	2	1
COc1cccc(CNS(=O)(=O)c2ccccc2Br)c1OC	-3	-1.5	-4	0	8	1	-0.8	1	3	4
O=C(Nc1ccc2c(c1)CCC2)c1ccc(Br)o1	-2	4.2	2	-3	2	1	0.1	-1	-1	15
CCc1nc2c(OCc3ccc(C(F)(F)F)cc3)cccn2c1N(C)C(=O)c1ccco1	6	-2.2	2	2	-1	1	0.5	1	-1	1
O=C(CCN1C(=O)S/C(=C\c2ccc(Cl)cc2)C1=O)Nc1ccc(C(=O)O)cc1	-1	1.0	7	5	-4	-1	0.3	-3	0	2
CC(=O)N1CCc2cc(S(=O)(=O)CCC(=O)N3CCN(c4ccccc4)CC3)ccc21	-3	1.2	-3	-4	-1	-2	0.0	1	0	-3
CCCCNS(=O)(=O)c1cccc(S(=O)(=O)N2CCCC2)c1	-6	-2.6	1	-12	3	2	-0.5	5	3	5
O=c1sc(/C=N/Nc2ccccc2)c(Cl)n1Cc1ccccc1	2	2.6	6	1	2	11	-0.6	0	-4	0
O=C(C1=C(O)C(=O)N(Cc2ccco2)C1c1cccnc1)c1cc2ccccc2o1 (configuration not stated)	-20	-0.7	-3	2	-6	4	-0.1	20	-5	-1
CCOc1ccc2nc(NC(=S)N(C)C)sc2c1	1	4.7	-12	-1	7	5	0.3	9	1	-2
O=C(COC(=O)c1ccccn1)NC(=O)c1ccccc1	-16	1.1	7	0	-11	2	0.8	3	3	-9
COc1ccc(NC(=O)c2cc(S(=O)(=O)N3CCCCC3)c[nH]2)cc1	-3	-2.3	-9	-4	6	1	0.3	-12	-19	-5
CN(C(=O)c1cccc(NC(=O)Cc2ccc(NC(=O)C3CCCN(C(=O)c4ccccc4)C3)cc2)c1)C1CCCC1 (configuration not stated)	6	-0.7	-15	-3	7	6	1.0	14	0	3
CCN(C(=O)CSc1nnc(NCc2ccccc2)s1)C1CCS(=O)(=O)C1 (configuration not stated)	8	-0.7	8	2	-9	1	0.0	5	-2	-11
C=CCOC(=O)C(=O)/C=C/c1c(C)n(C)n(-c2ccccc2)c1=O	4	-1.6	7	6	12	1	0.3	0	2	0
CCc1ccc(NC(=O)Nc2ccc3c(c2)CCC3)cc1	-7	5.2	-7	1	6	-1	0.0	-2	5	7
CN(C)c1ccc(CNCCC2(O)CCOC(C)(C)C2)cc1 (configuration not stated)	5	-0.7	8	0	-10	0	0.0	6	-10	8
S=c1[nH]nc(COc2ccccc2)n1/N=C/c1ccc(Br)cc1	3	-0.6	3	1	7	19	-0.2	-5	5	6
O=C(CN1C(=O)NC2(CCCC2)C1=O)OCc1cccc(Br)c1	-3	0.2	-3	14	-7	4	0.3	-3	2	-4
Cc1c(C(=O)Nc2ccncc2)oc2c1C(=O)CC(C)(C)C2	7	2.1	2	-2	-3	-1	-1.2	-2	-10	6
CN(C)NC(=S)Nc1cccc(Cl)c1	-2	0.6	3	0	3	0	-0.1	2	1	-1
CC(=O)c1nn(-c2cccc(Br)c2)cc1C(=O)c1ccco1	6	0.0	5	-3	-7	1	0.1	1	1	6
Cc1nnc(SCC(=O)NCC2COc3ccccc3O2)s1 (configuration not stated)	-16	-0.3	11	-3	-12	6	-0.6	0	1	0
Cc1ccc(COc2cccc(/C=N/NC(=O)c3nnn(-c4nonc4N)c3C)c2)cc1	-5	1.9	7	7	-6	2	-0.7	1	-8	-7
CCc1ccc(C2(C)SC(NC(C)=O)=NN2C(C)=O)cc1 (configuration not stated)	6	2.2	10	2	-4	-1	0.1	-1	-5	0
Cc1cccc(C2=NN(c3ccccc3)[C@@H](C(=O)N3CCOC3=O)[C@@H]2c2ccc(Cl)cc2)c1	-290	2.6	-7	3	-8	13	-202	-6	-6	10

# The listing continues:
Compound	ADAM10 inh	GAA850 FXN act	HGIII-sPLA2 inh	DDE Tn6 FP inh	ASAP1 GAP inh	rCAG binder	KLK7 zymogen act	GC-A act	NPR2 activator	ARFGAP1 inhibitor
Cc1noc(NC(=O)c2ccc(F)cc2)c1C#N	-2	1.6	2	3	-6	-4	0.5	0	6	11
O=C(NNC(=O)C1CC(c2cccnc2)=NO1)Nc1ccccc1F (configuration not stated)	-6	0.1	-2	-5	-7	0	0.5	-1	1	1
Cc1ccc(C(=O)Nc2nc(N)n(-c3ccccc3)n2)cc1	-1	0.4	13	0	8	-7	-0.2	3	-3	9
O=C(NC(=S)Nc1cc([N+](=O)[O-])ccc1Cl)c1ccccc1	0	2.6	11	2	1	3	-0.3	1	-2	-5
CC1(c2ccccc2Br)NC(=O)N(CC(=O)N2CCc3ccccc3C2)C1=O (configuration not stated)	-11	-1.9	-10	-7	13	0	0.1	-1	3	-3
CCCc1nnc(SCC(=O)Nc2ccc3c(c2)OCCO3)n1CCOC	7	0.9	2	6	8	1	-1.0	-4	5	4
Cc1ccccc1S(=O)(=O)N1C[C@H]2CON(C)[C@H]2C[C@H]1c1cccc(-c2ccc(C#N)cc2)c1	0	-5.1	-13	-7	2	3	0.8	-5	0	-1
CC(=O)N1c2ccccc2S(=O)(=O)c2ccccc21	7	-1.2	-4	0	-3	7	0.6	0	1	3
